Nrf2 ARE act = activators of Nrf2 (ARE) signaling. AREc32 ARE-luciferase reporter (MCF7-derived line), luminescence, 24 h. Potency, µM (titrated, usually from 46.1 µM), inactives show at the highest dose activation, hits mostly activators. 0.31% of 410,000 active; note: potency is the fitted concentration of half-maximal effect; % of control where 0% means no effect; nearly all actives have a fitted effect of over 65% in size
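ARE-driven firefly luciferase activity in AREc32 cells measured after a 24 hr compound exposure at 37 deg C, using Steady-Glo reagent and a 30 min room-temperature hold.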
Nrf2 inh = Nrf2 pathway inhibition | A549 ARE-Fluc reporter, luciferase luminescence, 18-24 h | Potency, µM (titrated, usually from 46 µM), for the others: at the top dose activity change, negative = inhibition, most hits filed as inhibitors | 2.1% of 360,000 active | AID 504444; note: potency is the fitted concentration of half-maximal effect; % is set by controls: 0 for no effect and ±100 for the full control effect; nearly all actives have a fitted effect of over 60% in size
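Two sequential reads on A549 ARE_Fluc cells exposed to compound for 18-24 h: a CellTiter-Fluor fluorescence read for viability, then a luciferase luminescence read for Nrf2/ARE activity.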
A549 tox = kills or reduces viability of A549 cells in Nrf2 counter-screen; 0.16% of 390,000 active; Potency, µM (top dose mostly 46 µM), inactives show top-dose activity change, negative = cytotoxicity, actives largely listed as inhibitors; A549 ARE-Fluc cells, CellTiter-Fluor viability, 18-24 h; note: potency is the fitted concentration of half-maximal effect; % is set by controls: 0 for no effect and ±100 for the full control effect
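A549 ARE_Fluc cells in 5% FBS OPTI-MEM were exposed to compounds in concentration-response for 18-24 h at 37 deg C. Viability was read by CellTiter-Fluor fluorescence (Ex 405/Em 525) after 30 min, before the luciferase read.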
CCT chaperon mod = changes cytosolic chaperonin activity; purified chaperonin ATPase assay, HTRF ADP detection, 30 min; activity change, % (no concentration beside the values), hits read low; 0.3% of 360,000 active; AID 651819; in the data active = activity change below about -30%; note: % is set by controls: 0 for no effect and ±100 for the full control effect
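Enzyme 40 or 20 nM (batch-dependent) in Tris pH 7.4/KCl/MgCl2/DTT; cpd 76 uM single point; ATP 10 uM; 30 min 37 °C; Transcreener ADP HTRF detection, 30 min RT; ratio 665/615.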
HepG2 viability = HepG2 cytotoxicity, counter-screen for TGF-b inhibitors; HepG2 CAGA-GFP viability, ATP luminescence, 18 h; Potency, µM (series often up to 46.1 µM), without a hit: at the highest dose activity change, negative = cytotoxicity, usual class: cytotoxic; 0.76% of 410,000 active; AID 588856; note: potency is the fitted concentration of half-maximal effect; some results filed as inactive show a strong effect at the top dose
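CellTiter-Glo luminescence gave cytotoxicity after 18 hours at 37 degrees C. The cells were HepG2 CAGA-GFP in 1% FBS DMEM, stimulated with 500 pg/mL TGF-beta after compound addition. %Activity was normalised to no-cell wells (complete cell-killing) and DMSO (no toxicity), and curves were fitted and classified.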
Akt phos inh = Akt phosphorylation inhibition | Neuro2A IGF-stimulated pAkt S473 HTRF, 20 min; stronger effect = lower value | activity change, % for hits at 50 µM | 0.32% of 360,000 active | AID 651550; in the data active = activity change below about -80%; inconclusive = mostly about -51% to -80%; note: % is set by controls: 0 for no effect and ±100 for the full control effect
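Neuro2A cells in DMEM with 0.5% FBS, overnight at 37 deg C, given compound at single 50 µM final, then IGF (6 nM final) for 20 min at 37 deg C. Lysed; phospho-Akt Ser473 by HTRF after 24 h, 665/615 ratio.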
MmCpn inh = blocks the Methanococcus maripaludis chaperonin Mm-Cpn | purified Mm-Cpn ATPase, ADP Transcreener TR-FRET | Potency, µM (series often up to 76.9 µM), inactives show at the highest dose activity, negative = inhibition, most hits filed as inhibitors | 0.031% of 330,000 active | AID 504842; note: potency is the fitted concentration of half-maximal effect; % is set by controls: 0 for no effect and ±100 for the full control effect; nearly all actives have a fitted effect of over 80% in size
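ATP (10 uM final) was added to archaeal chaperonin (25 nM final) after 10 min exposure to test compound at 37°C; after 30 min further incubation, ADP was detected by competitive TR-FRET.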
ATXN viability = reduces viability in counter-screen for ATXN expression inhibitors. S2 cells (HEK-293 line with an ATXN2-luciferase reporter) viability, CellTiter-Fluor protease fluorescence, 24 h. Potency, µM (series often up to 56.7 µM), hits mostly cytotoxic. 0.49% of 400,000 active. AID 651635; note: potency is the fitted concentration of half-maximal effect; nearly all actives have a fitted effect of over 40% in size
TGFb inhibitor = blocks TGF-b signaling. 1.2% of 410,000 active. HepG2 CAGA-GFP TGF-b/SMAD3 reporter, GFP fluorescence, 18 h; TGF-beta stimulated, 500 pg/mL final. Potency, µM (top dose mostly 46.1 µM), for the others: top-dose activity, negative = inhibition, actives largely listed as inhibitors; note: potency is the fitted concentration of half-maximal effect; % is set by controls: 0 for no effect and ±100 for the full control effect; nearly all actives have a fitted effect of over 65% in size
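Using HEPG2 CAGA-GFP reporter cells at 1000 cells/well, we pinned test compounds, stimulated with recombinant TGF-beta (500 pg/mL final) and measured total well GFP after 18 h.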
Numbers without * were called inactive; i = inactive; ? = inconclusive; . = no result given; [ ] = dose if it differs, or a comment. Unless noted, calls come from the whole dose curve; as a rule, active = well fitted curve in the direction sought with a large enough effect; inconclusive = small, poorly fitted or top-dose-only effect, or another doubt; inactive = no such curve, though single readings can be large; an effect the other way counts as inactive or inconclusive.

SMILES	Nrf2 ARE act	Nrf2 inh	A549 tox	CCT chaperon mod	HepG2 viability	Akt phos inh	MmCpn inh	ATXN viability	TGFb inhibitor
CN(C(=O)COC(=O)CCc1nc2ccccc2c(=O)[nH]1)C1CCS(=O)(=O)C1 (stereo unspecified)	-0.8%	-8.8%	-2.4%	0.0	-15.9%	i	0.7%	i	-5.8%
C=CC[C@H](CC(=O)N[C@H](CO)Cc1ccccc1)C(=O)N[C@@H](COC(=O)[C@@H](CC=C)Cc1ccc(F)cc1)Cc1c[nH]c2ccccc12	3.8%	-9.5%	0.9%	-3.2	3.2%	i	0.9%	i	-22.6%
COc1ccc(C(=O)NCC(=O)N/N=C(\C)Cc2ccccc2)cc1	0.1%	1.3%	2.1%	-1.6	-20.9%	.	3.7%	i	9.5%
CC(C)(C)OC(=O)N1CCC(c2c(C(=O)NCCc3ccccc3)cnn2-c2ccc(F)cc2)CC1	-1.6%	?	0.3%	.	-44.6%	.	.	?	?
Cc1ccc(C(=O)Nc2ccccc2C(=O)NCc2ccccc2)cc1	0.2%	9.7%	-2.7%	-0.2	-7.8%	i	0.9%	?	0.2%
O=C(CSc1nc2c(cnn2-c2ccc(F)cc2)c(=O)[nH]1)N1CCCCC1	0.1%	-14.7%	-1.2%	-0.4	12.1%	i	0.4%	i	3.0%
O=S(=O)(c1cc(F)ccc1F)N1CCN2CCCC2C1 (stereo unspecified)	0.5%	?	-0.7%	-0.7	-1.7%	i	0.6%	i	5.2%
COc1cccc(-n2c(SCC(=O)NCC3CCCO3)nc3c(c2=O)SCC3)c1 (stereo unspecified)	-0.7%	-5.0%	-8.3%	0.1	-7.5%	i	-1.7%	i	-16.7%
CCOC(=O)CCNC(=O)CCNC(=O)C(c1ccccc1)c1ccccc1	-1.4%	-0.3%	4.9%	1.3	5.8%	i	0.9%	i	?
COc1ccc(CC(=O)NC(C)c2nnc(SCC(=O)Nc3ccccc3)n2C)cc1 (stereo unspecified)	0.2%	6.5%	-1.7%	-1.7	-38.2%	i	-1.7%	i	0.8%
COc1ccc(C2=NOC3(CC(=O)N(c4ccc(Cl)cc4)C3=O)C2)c(OC)c1 (stereo unspecified)	-0.7%	-15.5%	0.0%	1.7	-4.0%	i	3.5%	i	-12.6%
CCCNc1nc(N2CCOCC2)nc(N2CCOCC2)n1	-0.5%	.	-3.3%	-3.2	12.1%	i	0.8%	i	-8.9%
COC(=O)c1ccc(C(=O)OC)c(NC(=O)CCS(=O)(=O)Cc2ccccc2)c1	-0.1%	-7.2%	-0.8%	-1.5	4.2%	i	0.0%	i	183.9%[activator]
O=C(NC(=S)Nc1ccc2[nH]c(=O)[nH]c2c1)c1cncc(Br)c1	-0.5%	-4.2%	1.1%	-2.5	-14.9%	i	0.6%	i	-20.8%
CN(CCCC(=O)Nc1ccncc1)S(=O)(=O)c1ccc(Cl)cc1	-0.5%	?	-14.9%	-0.2	-22.5%	i	5.4%	i	-17.5%
CCOC(=O)c1ccccc1NC(=O)CN1C(=O)CC(c2ccco2)Sc2ccccc21 (stereo unspecified)	6.1%	?	-21.6%	.	-4.4%	.	.	?	-9.5%
O=C1N(Cc2cccnc2)C[C@@H]2C[C@@H](c3cccc(OCc4ccccc4)c3)N3CCC[C@@]123	2.1%	-4.9%	3.2%	3.4	22.0%	i	-6.9%	i	-29.5%
CCOc1ccc(C)cc1S(=O)(=O)NC1CCCCC1	-0.3%	-30.3%	-3.7%	1.2	-3.8%	i	-0.2%	i	?
c1ccc(CCN(Cc2ccccc2)Cc2nc(C3CC3)no2)cc1	0.4%	2.1%	1.0%	-0.4	4.1%	i	1.3%	i	0.9%
COCCOC(=O)C1=C(C)NC(=O)NC1c1cc2c(cc1Br)OCO2 (stereo unspecified)	-0.5%	-3.1%	-5.4%	-0.7	-35.4%	i	-0.2%	i	0.0%
CCCCc1c(O)nc(SCC(=O)NCC2CCCO2)[nH]c1=O (stereo unspecified)	0.3%	.	2.4%	-0.4	10.2%	i	-2.7%	i	-39.4%
O=S(=O)(NCc1nc2ccccc2[nH]1)c1ccccc1	-0.2%	5.3%	1.6%	-0.2	6.3%	i	-0.4%	i	-9.0%
S=C(Nc1ccc(Br)cc1)N1CCN(c2ccccn2)CC1	-0.4%	-2.3%	11.3%	1.2	2.8%	i	1.2%	i	?
CC(=O)C1=C(O)C(=O)N(c2ccc(F)cc2)C1c1ccc(C)cc1 (stereo unspecified)	-0.2%	-11.7%	-1.6%	0.0	0.0%	i	?	i	12.7%
COc1cccc(NC(=O)N2CCN(c3ccc(C(F)(F)F)cn3)CC2)c1	0.3%	?	-12.0%	-0.9	0.2%	i	0.4%	i	?

The list goes on (2 carried over from the part before).
SMILES	Nrf2 ARE act	Nrf2 inh	A549 tox	CCT chaperon mod	HepG2 viability	Akt phos inh	MmCpn inh	ATXN viability	TGFb inhibitor
CC(=O)C1=C(O)C(=O)N(c2ccc(F)cc2)C1c1ccc(C)cc1 (stereo unspecified)	-0.2%	-11.7%	-1.6%	0.0	0.0%	i	?	i	12.7%
COc1cccc(NC(=O)N2CCN(c3ccc(C(F)(F)F)cn3)CC2)c1	0.3%	?	-12.0%	-0.9	0.2%	i	0.4%	i	?
COc1cccc(NC(=O)CN(C)C(=O)c2c(C)noc2C)c1	-0.3%	15.1%	6.2%	-1.7	12.6%	i	-11.3%	i	3.6%
Nc1nnc(CC(=O)N/N=C/c2cc([N+](=O)[O-])cc(Br)c2O)s1	-1.0%	-3.3%	-20.8%	-3.6	9.5%	i	5.5%	i	6.7%
Cc1ccc(/C(O)=C2\C(=O)C(=O)N(C)C2c2ccc(F)cc2)cc1 (stereo unspecified)	-0.8%	-28.2%	-0.3%	-0.4	11.8%	i	-0.3%	i	17.6%
CC(=O)c1c(C)[nH]c(C(=O)COC(=O)CNS(=O)(=O)c2ccccc2)c1C	0.0%	-13.5%	-13.1%	-2.2	-1.8%	i	-2.7%	i	22.1%
Cc1cccc(Cn2cc3c(=O)n(CC(=O)Nc4c(C)cccc4C)nc-3c3cc(F)ccc32)c1	-0.1%	4.9%	1.5%	.	2.9%	.	.	i	-4.5%
CCCCN(C(=O)c1cccc(N2C(=O)c3ccccc3C2=O)c1)c1c(N)n(CC(C)C)c(=O)[nH]c1=O	-0.7%	5.9%	-0.3%	-0.6	9.5%	i	-1.4%	i	4.6%
O=C(NCCCN1CCOCC1)c1ccc2nc(Cc3ccccc3F)oc2c1	-0.1%	20.9%	-1.9%	0.5	3.4%	i	-3.7%	i	1.8%
CC(=O)c1c(C)[nH]c(C(=O)OCn2nnc3ccccc3c2=O)c1C	1.9%	?	-15.3%	2.1	6.7%	i	2.2%	i	?
Cc1ccc(C(=O)NC(=O)CSc2nncn2C)cc1	-0.1%	-10.4%	-1.3%	2.0	6.6%	i	-0.1%	i	8.6%
O=C(NCc1cccs1)c1ccc2c(c1)N(Cc1ccccc1Cl)C(=O)c1ccccc1S2	-0.4%	.	-3.8%	.	-7.6%	.	.	i	-12.1%
C=CCn1c(SCC(=O)NCCCC)nc2scc(-c3ccco3)c2c1=O	11.4%	-23.9%	-7.3%	-1.9	-19.0%	i	-7.1%	i	2.3%
c1ccc(CN2CCC(Nc3ncnc4sccc34)CC2)cc1	2.1%	1.5%	12.6%	-1.3	-6.4%	i	?	i	14.1%
Cc1cccc(-c2nc3scc(CCNS(=O)(=O)c4c(C)noc4C)n3n2)c1	4.7%	.	-8.6%	.	-19.3%	.	.	.	-25.2%
COC(=O)c1cc(-c2ccc(S(=O)(=O)N3CCCC3)cc2)c(C(F)(F)F)s1	4.7%	-28.7%	0.5%	-1.6	-29.5%	i	-1.9%	i	8.6%
Cc1cccc(C(=O)Nc2ccc(N3CCN(C(=O)c4ccco4)CC3)cc2)c1	-0.4%	?	-4.9%	0.0	3.5%	i	1.3%	i	3.7%
Cc1cccc(C(=O)Nc2ccc(-c3nc4cc(C(C)C)ccc4o3)cc2)c1	5.3%	14.6µM*	1.9%	.	-41.5%	.	.	?	?
Cc1ccc(C)c(N(CC(=O)NCc2ccco2)C(=O)CNS(=O)(=O)c2ccccc2)c1	0.1%	-4.9%	-1.3%	-2.8	-2.8%	i	-1.3%	i	-23.3%
O=C(CCCCn1c(=O)c2ccccc2n(Cc2ccccc2)c1=O)NC1CCN(Cc2ccccc2)CC1	5.0%	16.2%	-11.8%	-1.9	-5.8%	i	1.6%	i	-1.4%
Cc1cc(C(=O)Nc2c(C)nn(Cc3c(Cl)cccc3Cl)c2C)no1	-1.1%	.	-6.2%	-2.3	-20.0%	.	0.3%	i	-5.1%
COc1ccccc1C(=O)Nc1c(C(=O)Nc2ccc(C)cc2)oc2ccccc12	-0.5%	11.1%	3.9%	.	2.0%	.	.	i	-17.3%
CN1CCN(C(=O)/C(=C/c2ccco2)NC(=O)c2ccccc2)CC1	2.9%	-19.9%	-2.6%	-1.1	0.2%	i	-3.6%	i	-2.5%
O=C(NCC1CCN(Cc2ccccc2F)CC1)Nc1cccc(Br)c1	2.8%	?	-5.4%	0.6	-23.8%	i	0.8%	i	?
COc1cc(C(=O)Nc2ccc3c(c2)OCCO3)ccc1-n1cnnn1	3.5%	-29.5%	-20.3%	-0.2	-17.8%	i	2.3%	i	5.6%
Cn1cnnc1SCC(=O)NC1CCCc2ccccc21 (stereo unspecified)	2.9%	15.6%	0.1%	-4.5	-2.0%	i	0.7%	?	3.6%
O=C(C1CCN(S(=O)(=O)c2cccc3cccnc23)CC1)N1CCN(c2ccccn2)CC1	2.2%	-17.6%	-8.0%	-1.1	-3.2%	i	-0.2%	i	3.3%
CCOC(=O)c1c(NC(=O)C(=O)N/N=C/c2ccccc2OC)sc2c1CCCCC2	0.0%	-4.8%	0.0%	0.5	-22.8%	i	0.6%	i	-3.1%
O=C1CC(c2nc3ccccc3n2CCCOc2ccccc2)CN1c1ccc(F)cc1 (stereo unspecified)	-0.3%	?	-16.9%	.	-20.6%	.	.	25.1µM*	-26.6%
CCCn1ccnc1SC(C)C(=O)Nc1c(C)n(C)n(-c2ccccc2)c1=O (stereo unspecified)	0.2%	-3.5%	-2.5%	0.1	5.4%	i	-1.4%	i	8.8%
